NTR1 ag: NTR1-driven beta-arrestin-GFP spot formation – imaging, U2OS cells, high content, primary screen (AID 493036). P30989. agonist mode. activation, % at 20 µM. 330,000 compounds, 0.17% hits;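 active = activation at or above 40% of the spot to cytoplasm intensity ratio, with at least 20 cells analyzed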;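 note: 0% = DMSO without peptide and 100% = 100 nM NTR1 peptide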
Target sequence (P30989 whole entry, looked up): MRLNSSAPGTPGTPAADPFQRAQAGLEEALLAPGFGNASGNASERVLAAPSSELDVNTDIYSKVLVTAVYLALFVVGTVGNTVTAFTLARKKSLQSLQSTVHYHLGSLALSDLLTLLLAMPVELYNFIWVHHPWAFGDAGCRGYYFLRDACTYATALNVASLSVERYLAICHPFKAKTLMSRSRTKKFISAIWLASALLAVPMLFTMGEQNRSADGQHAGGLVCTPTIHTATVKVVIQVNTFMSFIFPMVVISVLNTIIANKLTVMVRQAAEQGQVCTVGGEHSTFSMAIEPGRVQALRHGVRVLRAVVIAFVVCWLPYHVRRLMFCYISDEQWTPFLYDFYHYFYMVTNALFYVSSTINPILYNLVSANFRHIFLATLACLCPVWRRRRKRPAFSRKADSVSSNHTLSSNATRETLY
MgcRacGAP inhibition: MgcRacGAP GTPase-activating activity inhibitors, confirmation, biochemical, ADP Hunter fluorescence; MgcRacGAP-stimulated Rac1 GTP hydrolysis, ADP Hunter fluorescence; higher % means a stronger effect; GST-tagged Rac1 F28L mutant substrate; inhibition, % at 30 µM; hits with a dose series show IC50 in µM; 340,000 compounds, 0.6% hits;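 active = first-screen hits whose inhibition reached a set limit at any dose in the follow-up dose series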;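 note: fluorescence reports GDP produced by GAP-driven GTP hydrolysis; strong numbers were not always called active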
UTI89 phage lysis: inhibition of K1F phage lysis, E. coli UTI89, bacterial capsule biogenesis inhibitors, alamar blue (AID 488966) | E. coli UTI89 K1F phage lysis, alamar blue, 2 h; higher % means a stronger effect | inhibition, % at 100 µM, or IC50 in µM where a hit was titrated | 340,000 compounds, 0.02% hits;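 active = phage lysis inhibition, versus mean bacterial control, above a set limit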;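 note: capsule biogenesis inhibitors block K1F phage lysis so surviving cells raise fluorescence; higher fluorescence means more inhibition of phage lysis; actives were called in the ten point dose series up to 300 µM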
NTR1 ag cell count 20 µM: recorded beside NTR1 ag, whose call it bears; cell count; measured here: cell count, cytotoxicity flag
* marks the source's active call; other numbers are inactive results; i = inactive; & = joins results of further samples; [ ] = remark or other dose. This is a subset (hit frequency here may not be typical).

SMILES	NTR1 ag	NTR1 ag cell count 20 µM	MgcRacGAP inhibition	UTI89 phage lysis
COc1ccc(CC(=O)Oc2ccc(C(C)C)cc2)cc1S(=O)(=O)N1CCOCC1	1.1	67	6%	-0.2%[50 µM]
CCOc1ccc(S(=O)(=O)N2CCOCC2)cc1NC(=O)CSCc1ccc(C)cc1	-0.9	58	2%	0.1%[50 µM]
O=[N+]([O-])c1ccc(Cl)c(S(=O)(=O)Nc2ccc(-c3ccc(N4CCCC4)nn3)cc2)c1	1.9	71	8%	0.7%[50 µM]
O=C(CN1C(=O)NC2(CCCCC2)C1=O)N1CCOCC1	-0.8	61	1%	0.3%[50 µM]
CCCCCCSc1ccc([C@H]2N[C@@](CC(C)C)(C(=O)OC)[C@H]3C(=O)N(C)C(=O)[C@@H]23)cc1	6.3	67	5%	-0.2%
COc1ccc(C(=O)COC(=O)/C=C/c2ccco2)cc1F	0.4	90	11%	0.8%[50 µM]
Cc1cccc(NS(=O)(=O)c2ccc(C(=O)N3CCC3)cc2)c1C	0.1	45	2%	0.3%[50 µM]
O=S1(=O)c2ccccc2OC(COCc2ccccc2)CN1Cc1ccccc1 (stereo not given)	0.5	61	7%	0.1%
CN(Cc1ccc(F)cc1)C(=O)c1ccc(NS(=O)(=O)c2ccc3[nH]c(=O)[nH]c3c2)cc1	0.0	63	4%	0.1%[50 µM]
C[C@@H]1CCCCCCCCC(=O)OCCN(C(=O)OC(C)(C)C)[C@H](C)CCCCCCCCC(=O)OCCN1C(=O)OC(C)(C)C	0.2	72	8%	2.8%
COC(=O)C(Cc1c[nH]c2ccccc12)NC(=O)c1cccc(S(=O)(=O)N2CCCCC2)c1 (stereo not given)	3.8	50	3%	0.1%[50 µM]
CN(Cc1cnn(Cc2ccccc2)c1)C(=O)CN=C1NS(=O)(=O)c2ccccc21	0.3	58	0%	0.2%[50 µM]
O=C(Nc1ccc2nc3n(c(=O)c2c1)CCCC3)c1cncc(Br)c1	1.3	52	11%	2.1%
CC(=O)N1CCN(S(=O)(=O)c2cccc(C(=O)NNC(=O)COc3c(C)cccc3C)c2)CC1	-0.9	39	0%	0.5%
CCOC(=O)c1sc2ncn(CC(=O)Nc3cc(C)on3)c(=O)c2c1C	1.5	68	10%	0.9%[50 µM]
CC(=O)NCCC(=O)Nc1cc(S(=O)(=O)N2CCOCC2)ccc1Oc1ccc(F)cc1	-1.1	66	8%	0.8%[50 µM]
COc1ccc(NC(=O)CSc2nc3[nH]ncc3c(=O)[nH]2)c(OC)c1	-1.2	68	8%	0.5%[50 µM]
COc1ccccc1C=NNC(=O)c1ccccc1OCCOc1ccccc1	10	59	-2%	0.2%[50 µM]
Cc1ccc(CN2C(=O)C(C)Nc3ncnc(N4CCN(c5ccccn5)CC4)c32)cc1 (stereo not given)	7.7	103	8%	-0.3%
CC(C)N1C(=O)C(=O)N(CC(=O)N(C)c2ccccc2)C1=O	3.5	60	6%	0.8%[50 µM]
CCC/C(=C1/c2ccccc2C(=O)N1c1ccccc1)c1ccc2[nH]ccc2c1	23	71	7%	-0.4%
CCCN1C(=O)C(=O)c2cc(Cl)ccc21	1.2	59	17%	1.5%
CC(C)NC(=O)N(C)C[C@H]1Oc2c(NC(=O)C3CCCCC3)cccc2C(=O)N([C@H](C)CO)C[C@@H]1C	0.1	60	9%	1.2%
COc1ccc([C@H]2CC(=O)C=C(c3ccc4ccn(C)c4c3)C2)cc1	0.5	63	0%	1.9%
CCn1c(=S)[nH]c2cc(S(=O)(=O)N3CCOCC3)ccc21	1.2	52	8%	-1.6%
CN(c1ccc(OCC(=O)OCC(=O)Nc2ccc(OC(F)F)cc2)cc1)S(=O)(=O)c1cccs1	4.8	59	1%	1.6%[50 µM]
C#CCOCCOCCOCCNc1nc(N2CCN(C(=O)[C@H](CCCCN)n3cc([C@@H](N)[C@H](C)CC)nn3)CC2)nc(N2CCN(C(=O)[C@H](CCC(=O)O)n3cc([C@@H](N)CCSC)nn3)CC2)n1	-0.7	55	8%	0.2%
C/C(CC(=O)Nc1ccccc1C(F)(F)F)=N\NC(=O)c1cnccn1	-1.1	59	5%	0.0%
O=C(COc1ccc(Br)cc1)OCC(=O)N1CCOCC1	-0.5	44	1%	0.2%[50 µM]
CCCCN1CC(=O)N2[C@H]3c4cc(C)ccc4OC[C@@H]3[C@H](C(=O)OCC)[C@]2(C)C1=O	0.1	63	4%	-0.2%
CN(Cc1ccc(F)cc1)C(=O)c1ccc(NC(=O)CC2SC(N3CCCC3)=NC2=O)cc1 (stereo not given)	0.3	54	-3%	0.0%[50 µM]
CN(C)S(=O)(=O)c1cccc(C(=O)Nc2ccc(C(=O)Nc3cccc(S(N)(=O)=O)c3)cc2)c1	4.2	65	9%	-2.5%
Cc1ccc(S(=O)(=O)N(Cc2ccccc2F)C(=O)N2CCN(C)CC2)cc1	-1.0	61	5%	1.2%[50 µM]
CCCCNC(=O)c1cccc(S(=O)(=O)N2CC3(C)CC2CC(C)(C)C3)c1 (stereo not given)	1.3	66	8%	0.0%[50 µM]
CC(=O)OCCC(C)C	-0.7	61	8%	4.7%
Cc1cc(NS(=O)(=O)c2ccc(NC(=O)c3ccc([N+](=O)[O-])s3)cc2)nc(C)n1	2.8	61	0%	-1.9%[50 µM]
CCOc1cc(/C=N/NC(=O)c2ccccc2OCc2ccc(F)cc2)ccc1O	9.5	88	79µM*	1.6%[50 µM]
CSc1ccccc1NC(=O)CN(C)C(=O)COc1ncnc2ccccc12	-1.1	56	5%	0.6%[50 µM]
COc1ccccc1C(=O)NCCC(=O)NCC1COc2ccccc2O1 (stereo not given)	-0.5	72	6%	-0.2%
COc1cccc(OC)c1C(=O)OCC(=O)N1CCC(Cc2ccccc2)CC1	5.9	50	-1%	-1.7%
CCn1c(N)c(C(=O)COC(=O)CCc2nc3ccccc3c(=O)[nH]2)c(=O)[nH]c1=O	1.0	56	-1%	0.0%[50 µM]
O=C(NOCc1ccccc1)c1ccc([N+](=O)[O-])cc1	1.1	49	2%	1.1%[50 µM]
O=C(COC(=O)C1CCN(c2ccc(C(F)(F)F)cn2)CC1)NCc1ccc(Cl)cc1Cl	3.9	54	5%	0.4%[50 µM]
COc1cc(NC(=O)CN2CCN(S(=O)(=O)/C=C/c3ccccc3)CC2)cc(OC)c1OC	3.0	53	8%	0.3%[50 µM]
O=C(CCNS(=O)(=O)c1ccccc1)N1CCCCCCC1	0.3	58	2%	1.4%[50 µM]
COc1ccc2[nH]c3c(c2c1)CCN1C(=O)C(CC(=O)NCc2ccc(OC)c(OC)c2)C[C@H](C(=O)N2CCCCC2)[C@@]31CCc1ccccc1 (stereo not given in full)	2.5	60	7%	0.0%
N#C/C(=C/c1ccccc1)C(=O)OCC(=O)Nc1ccccc1[N+](=O)[O-]	1.3	56	1%	1.2%[50 µM]
CCNC(=O)NC(=O)CSc1ccc(S(=O)(=O)N(C)C2CCCCC2)cn1	-0.9	56	9%	1.3%[50 µM]
Cc1ccc(OCC(=O)N2CCC(C)CC2)c([N+](=O)[O-])n1	-1.7	58	6%	0.5%[50 µM]
Cn1nnnc1Sc1ncnc2scc(-c3cccc(C(F)(F)F)c3)c12	18	53	2%	-0.5%
Cc1ccc(N(CCC(=O)N2CCOCC2)S(=O)(=O)c2ccccc2)cc1	-2.5	54	1%	0.3%[50 µM]
COc1cc(OC)c(C(=O)OCC(=O)NCCC2=CCCCC2)cc1OC	0.3	55	6%	0.9%[50 µM]
CC(C)(OC(=O)c1ccc(F)cc1)c1cc2ccccc2c(=O)o1	3.3	38	10%	4.0%
O=C(COC(=O)/C=C/c1ccc(F)cc1)NCc1ccc2c(c1)OCO2	3.2	48	5%	0.1%
O=C(COC(=O)c1n[nH]c2ccccc12)NCCc1ccc(Cl)cc1	0.5	53	2%	0.4%[50 µM]
O=C(CSc1n[nH]c(-c2cccs2)n1)N1CCCC1	1.2	54	-2%	0.4%[50 µM]
CCCOC(=O)CC1C(=O)NCCN1Cc1ccccc1C (stereo not given)	-1.9	56	-4%	0.1%
CCC(C(=O)N(C(C)C)C(C)C)c1ccccc1 (stereo not given)	-1.0	66	3%	0.1%
CC(C)C(NCC(=O)Nc1ccccc1C(=O)NC1CC1)c1ccccc1 (stereo not given)	0.6	62	-4%	-0.2%
COc1ccc(CN(C)C(=O)c2ccc(NS(=O)(=O)c3ccccc3)cc2)c(OC)c1	0.3	62	2%	-0.4%[50 µM]
(cont.)
SMILES	NTR1 ag	NTR1 ag cell count 20 µM	MgcRacGAP inhibition	UTI89 phage lysis
CCOc1ccc(NC(=O)CN(C)C(=O)CCCOc2ccc(Br)cc2)cc1OCC	1.6	53	7%	0.1%[50 µM]
Cc1ccc(C)c(NC(=O)COC(=O)COc2cccc3c2OC(C)(C)C3)c1	1.8	59	2%	-1.6%
O=C(CN1C(=O)NC2(CCCc3ccccc32)C1=O)NCc1cccs1 (stereo not given)	-2.2	73	2%	0.8%[50 µM]
Cc1cc(NC(=O)CSCC(=O)N2CCN(c3cccc(C(F)(F)F)c3)CC2)no1	2.4	68	-7%	-0.6%[50 µM]
O=S(=O)(NCCS(=O)(=O)N1CCN(c2ccccc2)CC1)c1ccc(F)cc1	-1.3	88	0%	0.8%[50 µM]
COc1ccc(C(=O)NCC(=O)N2CCN(c3ncccn3)CC2)cc1OC	3.1	60	1%	0.8%[50 µM]
C[C@@H]1C[C@H]2[C@@H]3CCC4=CC(=O)C=C[C@]4(C)[C@@]3(F)[C@@H](O)C[C@]2(C)[C@@]1(O)C(=O)CO	-0.3&1.2	54&65	1%&3%	0.5%&-1.1%
CC1Cc2ccccc2N1CC(=O)Nc1ccc2c(c1)OCCCO2 (stereo not given)	-1.1	55	5%	0.8%[50 µM]
CC(C)(C)OC(=O)C[C@H]1C/C=C\C[C@@H](CC(=O)N[C@@H](CO)Cc2ccccc2)C(=O)NCCOC1=O	0.1	60	7%	1.1%
CCOc1ccc(CN2C(=O)c3ccccc3C2=O)cc1C(=O)NC1CC(C)(C)NC(C)(C)C1	-0.5	96	1%	1.6%[50 µM]
N#CC1(NC(=O)COC(=O)c2cc([N+](=O)[O-])ccc2N2CCOCC2)CCCCC1	0.4	55	4%	2.7%[50 µM]
Cc1ccc(S(=O)(=O)N(C)c2ccc(C(=O)NCc3ccccc3F)cc2)cc1	0.1	47	-5%	0.4%[50 µM]
COc1ccc(NC(=O)CN(C)C(=O)CC2CCCC2)cc1	-1.1	63	3%	-0.5%[50 µM]
CC(Sc1nc(N)cc(=O)[nH]1)C(=O)NNC(=O)c1cccc(Cl)c1 (stereo not given)	0.2	64	2%	0.0%[50 µM]
Cn1c(SCC(=O)NCC2CCCO2)nnc1-c1ccco1 (stereo not given)	-0.5	67	6%	0.9%[50 µM]
O=C(COC(=O)C1CCC1)Nc1cccc(S(=O)(=O)N2CCOCC2)c1	-0.3	51	1%	0.8%[50 µM]
Cn1nc(C(=O)N2CCN(S(=O)(=O)c3ccc(Cl)cc3)CC2)c2ccccc2c1=O	-0.6	62	-1%	0.8%[50 µM]
COc1ccc(S(=O)(=O)N2CCOCC2)cc1NC(=O)C1CC1	-1.2	59	3%	i
CCOc1ccccc1OCC(=O)OCc1csc(CC(=O)Nc2ccccc2C)n1	0.2	61	7%	1.0%[50 µM]
S=C(NC1CC1)SCc1ccco1	0.6	61	16%	-0.9%
COc1ccc(C(=O)COC(=O)c2ccccc2O)c(OC)c1	0.3	46	3%	2.2%[50 µM]
O=C(COC(=O)Cc1ccsc1)Nc1ccc(Br)cc1	0.9	51	4%	0.0%[50 µM]

Structures from the list above with bromine:
SMILES	NTR1 ag	NTR1 ag cell count 20 µM	MgcRacGAP inhibition	UTI89 phage lysis
O=C(Nc1ccc2nc3n(c(=O)c2c1)CCCC3)c1cncc(Br)c1	1.3	52	11%	2.1%
O=C(COc1ccc(Br)cc1)OCC(=O)N1CCOCC1	-0.5	44	1%	0.2%[50 µM]
CCOc1ccc(NC(=O)CN(C)C(=O)CCCOc2ccc(Br)cc2)cc1OCC	1.6	53	7%	0.1%[50 µM]
O=C(COC(=O)Cc1ccsc1)Nc1ccc(Br)cc1	0.9	51	4%	0.0%[50 µM]

As entered above:
CC(=O)NCCC(=O)Nc1cc(S(=O)(=O)N2CCOCC2)ccc1Oc1ccc(F)cc1 @ MgcRacGAP inhibition = 8%
C/C(CC(=O)Nc1ccccc1C(F)(F)F)=N\NC(=O)c1cnccn1 @ NTR1 ag = -1.1

Entries of single compounds as entered above. Values in the order: NTR1 ag, NTR1 ag cell count 20 µM, MgcRacGAP inhibition, UTI89 phage lysis
Results for `COc1ccc(C(=O)COC(=O)c2ccccc2O)c(OC)c1` → 0.3, 46, 3%, 2.2%[50 µM]
Results for `CC(C)(C)OC(=O)C[C@H]1C/C=C\C[C@@H](CC(=O)N[C@@H](CO)Cc2ccccc2)C(=O)NCCOC1=O` → 0.1, 60, 7%, 1.1%
Results for `CCOc1ccccc1OCC(=O)OCc1csc(CC(=O)Nc2ccccc2C)n1` → 0.2, 61, 7%, 1.0%[50 µM]
